# Screening results: PubChem, several laboratories
# C8 TRAIL sens: caspase-8 TRAIL sensitization; hit rate 1% among 360,000; NB7+C8 cells + TRAIL, ATPlite viability luminescence; inhibition (viability loss, TRAIL sensitization), % at 10 µM; AID 624354;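 active = compounds causing at least 50% loss of cell viability in the single-dose screen, relative to plate controls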
# hiPSC survival: increases survival of single human iPS cells | survival enhancement, % at 20 µM | hit rate 0.044% among 360,000 | AID 602274 | hiPSC single-cell survival, ATPlite luminescence; 100% = ROCK inhibitor wells, 0% = DMSO; in the data active = survival enhancement above about 18%;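 note: cells exposed to compounds for 16 hours before the ATP read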
# TRPM1 prom inh: reduces MITF-dependent TRPM1 promoter luciferase signal; SK-MEL-5 TRPM1 promoter luciferase, 24 h; inhibition, % at 12.5 µM; hit rate 0.83% among 330,000; AID 488899;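 active = mean inhibition across replicates of 60% or more, whatever share of single replicates reaches that level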; note: values of inactives mirror those of a sister screen read the other way
# NR2E3 ag-1: NR2E3 (human) agonism. Q9Y5X4. hit rate 0.12% among 320,000. inhibition of corepressor binding, % at 4.78 µM. AID 2300. GST-NR2E3/biotin-RetCOR TR-FRET, 1536-well;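 active = percent inhibition above the cutoff of mean plus 3 SD of all tested compounds, set per screening campaign, cut at about 20% in these data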;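 note: 0% = DMSO wells and 100% = biotin wells as full block of FRET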
# Target sequence (Q9Y5X4 whole entry, looked up): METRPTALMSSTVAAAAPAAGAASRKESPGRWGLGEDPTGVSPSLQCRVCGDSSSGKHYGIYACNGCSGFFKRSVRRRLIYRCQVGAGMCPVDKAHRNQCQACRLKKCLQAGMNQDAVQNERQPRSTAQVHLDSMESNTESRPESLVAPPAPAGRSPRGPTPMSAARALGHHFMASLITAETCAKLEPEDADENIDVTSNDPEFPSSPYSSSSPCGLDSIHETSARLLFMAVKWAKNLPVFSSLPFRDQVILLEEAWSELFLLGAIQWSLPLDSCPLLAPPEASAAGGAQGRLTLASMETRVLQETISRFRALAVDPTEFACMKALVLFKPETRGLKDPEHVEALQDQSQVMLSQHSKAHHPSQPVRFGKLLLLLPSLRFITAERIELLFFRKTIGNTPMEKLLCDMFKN
#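 system = GST-tagged NR2E3 plus biotinylated RetCOR corepressor | input = 1.35 nM GST-NR2E3 | also added = 7 nM biotin-RetCOR | schedule = 5 h incubation at 4 °C | measured by = TR-FRET with europium anti-GST and streptavidin-D2, 340 nm excitation | read-out = percent loss of FRET ratio relative to control wells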
# NR2E3 ag-2: agonists of human NR2E3 nuclear receptor | Q9Y5X4 | CHO-S Gal4-NCOR/VP16-NR2E3 two-hybrid, luciferase | inhibition of corepressor binding, % at 3.98 µM | hit rate 0.35% among 360,000 | AID 602229;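 active = inhibition above the mean of all tested compounds plus 3 SD, cut at about 70% in these data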;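 note: 0% = DMSO with NR2E3 transfected cells and 100% = cells lacking NR2E3 construct; higher means lower luciferase signal from less NR2E3 corepressor binding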
# HIF-2a block: inhibitors of HIF-2a. 786-0 RCC cells HIF-2a reporter, luciferase luminescence, overnight. inhibition, % at 18.8 µM. hit rate 0.72% among 360,000. AID 624352;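 active = inhibition of the luminescence signal of 40% or more relative to plate controls, in a single-dose primary screen at 18.75 µM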
# CF NFkB block: inhibitors of cystic fibrosis induced NF-kB | inhibition, % at 5 µM | hit rate 0.86% among 360,000 | KKLEB NF-kB-GFP reporter, PAF-induced, GFP fluorescence overnight;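 active = at least 50% inhibition at 5 µM, scaled per plate between neutral and stimulator controls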;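 note: PAF is a Pseudomonas aeruginosa culture filtrate used as stimulus; plate controls were PAF-stimulated DMSO wells for no effect and unstimulated DMSO wells for full effect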
# Peg3 promoter: inhibitors of Peg3 promoter; AID 588405; hit rate 1.7% among 360,000; inhibition, % at 20 µM; HeLa PEG-Prom luciferase reporter, luminescence, overnight;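 active = inhibition of at least 50% at 20 µM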
# KKLEB tox: CF airway cell cytotoxicity counter-screen; KKLEB CF airway cells viability, ATPlite luminescence, overnight; stronger effect = lower value; cells stimulated with P. aeruginosa culture filtrate; activity change (cytotoxicity), % at 5 µM; hit rate 0.36% among 360,000;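 active = corrected activity change at or below -50% at 5 µM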
# LMP1 NFkB inh: Epstein-Barr LMP1 NF-kappaB reporter inhibition | LMP1-induced NF-kappaB luciferase reporter cells, luminescence | inhibition, % at 12.5 µM | hit rate 0.69% among 350,000 | AID 504558; in the data active = inhibition above about 41%;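 note: 0% = neutral control wells and 100% = reference inhibitor control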
# Shn3 inh set2: reduces Shn3 3'UTR luciferase signal in osteoblasts; Clone20 osteoblast Shn3 3'UTR firefly luciferase, 24 h; hit rate 0.52% among 360,000; AID 588674; inhibition, % at 12.5 µM;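 active = mean inhibition of at least 75% with every replicate also reaching 75%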;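 note: 0% = median of neutral control wells and 100% = pilot-screen positive control compound; some compounds past the cut are filed as inactive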
# * marks the source's active call; other numbers are inactive results; i = inactive; nt = no result given. This is a subset; rates above refer to the full screens.
# Order of values: C8 TRAIL sens	hiPSC survival	TRPM1 prom inh	NR2E3 ag-1	NR2E3 ag-2	HIF-2a block	CF NFkB block	Peg3 promoter	KKLEB tox	LMP1 NFkB inh	Shn3 inh set2
1) O=C(Nc1ccc(Cl)cn1)c1ccc(COCC(F)(F)C(F)F)o1
  -7	2.4	-23	0	-30	-123	-6	-88	-2	-3	-31
2) O=C(COc1ccc2ccccc2c1Br)Nc1ncn[nH]1
  62*	-4.9	-34	3	-21	-132	-11	-202	-15	3	-61
3) CCCNC(=O)COc1coc(CN2CCN(c3ccc(F)cc3)CC2)cc1=O
  11	-0.5	-3	2	-4	1	6	2	-3	3	-1
4) Cc1cc(Br)ccc1NC(=O)c1ccccc1-c1ccccc1
  -6	0.0	-13	-2	14	14	-7	5	4	-14	-1
5) COc1cc2nc(C)sc2cc1SC
  -1	1.4	5	-3	-8	7	0	-4	-12	6	-14
6) O=S(=O)(Nc1cccc(-c2nc3cccnc3s2)c1)c1ccc2c(c1)OCCO2
  4	-3.2	nt	0	16	-28	-5	11	10	-3	20
7) CCOC(=O)CN(C(=O)CSc1nnc2c(n1)[nH]c1ccc(F)cc12)c1ccccc1
  -14	-2.0	9	3	-14	16	5	56*	-5	7	38
8) Cc1nnsc1C(=O)Nc1ccc(S(=O)(=O)N2CCCCC2)cc1
  -5	0.3	14	3	3	3	7	-8	1	1	5
9) CCCn1c(SCC(=O)N2N=C3/C(=C/c4ccc(OC)cc4)CCCC3C2c2ccc(OC)cc2)n[nH]c1=O (configuration not stated)
  15	0.0	13	0	-3	22	2	25	12	11	-3
10) CCC(=O)N1N=C(c2cccs2)CC1c1ccco1 (configuration not stated)
  1	0.4	-3	-2	-12	15	-30	-2	21	1	3
11) CCOC(=O)C(C(=O)N1CCOCC1)C1CCCCC1 (configuration not stated)
  -14	1.4	0	1	21	0	1	16	4	-4	6
12) Cc1cc(C)c(C#N)c(Oc2ccccc2Br)n1
  -3	0.7	2	3	-5	21	2	6	-12	9	3
13) COCCN(C(=O)CSc1nnc(-c2cccc(OC)c2)n1C)c1c(N)n(Cc2ccccc2)c(=O)[nH]c1=O
  0	-0.6	8	4	-6	15	7	3	-6	-2	13
14) Cc1[nH]c2ccccc2c1C(=O)Cn1c(=O)oc2ccccc21
  2	5.3	1	5	-2	-13	-17	18	1	-20	-9
15) C=CCn1c(SCC(=O)c2ccc(NS(=O)(=O)c3ccccc3)cc2)nnc1-c1cccs1
  -12	-1.1	17	-1	-30	-8	-13	15	5	-2	18

# (continued)
# Order of values: C8 TRAIL sens	hiPSC survival	TRPM1 prom inh	NR2E3 ag-1	NR2E3 ag-2	HIF-2a block	CF NFkB block	Peg3 promoter	KKLEB tox	LMP1 NFkB inh	Shn3 inh set2
16) CCN(CC)c1ccc(CNc2nnnn2C)cc1
  -16	1.1	-6	1	14	12	10	7	6	-5	5
17) CC(C)C(=O)Nc1ccc(NC(=S)NC(=O)c2ccc([N+](=O)[O-])cc2)cc1
  4	0.5	3	2	-21	4	-7	-9	6	6	7
18) COc1ccc(N2CCN(C(=O)c3ccc(CS(=O)c4cccc(Cl)c4)o3)CC2)cc1 (configuration not stated)
  28	6.2	nt	nt	-2	20	41	37	-8	2	2
19) O=C(NNC(=S)NCc1ccco1)c1ccc(S(=O)(=O)N2CCOCC2)cc1
  -10	-0.8	13	3	-12	19	-2	16	-4	-1	3
20) CCOc1cc(C2C(C#N)=C(N)Oc3n[nH]c(C)c32)ccc1OCCN1CCOCC1 (configuration not stated)
  4	-4.3	-5	3	-13	10	-5	8	4	8	-15
21) OC(c1cccc(F)c1)c1ncc(-c2ccc(Oc3ccccc3)cc2)[nH]1 (configuration not stated)
  -3	3.7	nt	nt	8	-147	-30	-34	11	nt	-37
22) CCOC(=O)N1CCN(C(=O)CSC2=NS(=O)(=O)c3cc(Cl)ccc3N2)CC1
  -2	-0.4	7	1	0	4	19	-2	-1	-2	11
23) CC/C(=N\NC(=O)CSCc1ccccc1Br)c1ccc2c(c1)OCCO2
  -1	-0.8	8	0	10	13	-1	21	5	4	10
24) NS(=O)(=O)c1ccc(NC(=O)c2cc(Cl)sc2Cl)cc1
  8	0.7	5	3	-7	-18	-8	-40	22	1	12
25) CC(=O)Nc1ccc2nc(N)sc2c1
  -9	-0.4	-13	-2	3	-35	17	3	-3	-11	-2
26) Cc1ccc2nc(-c3ccccc3)c(CN3CCSCC3)n2c1
  1	-2.1	2	-3	-58	-48	2	-19	10	-1	-2
27) N#Cc1nc(Cc2ccccc2)oc1NCc1ccccc1Cl
  6	2.4	-7	4	-25	-60	13	-50	-12	-15	16
28) COc1cc(C2Nc3cccc4cccc(c34)N2)ccc1OC(C)=O
  4	-4.6	8	1	-7	12	-10	5	-2	1	-22
29) CCn1c(SCC(=O)NC)nnc1C(C)C
  -14	0.2	-16	-2	-15	17	-4	4	4	3	-12
30) O=C(NCCc1ccccc1)C(=O)N/N=C/c1ccc2c(c1)OCO2
  34	-0.8	26	1	-9	17	30	13	-9	-27	5

# Next part
# Order of values: C8 TRAIL sens	hiPSC survival	TRPM1 prom inh	NR2E3 ag-1	NR2E3 ag-2	HIF-2a block	CF NFkB block	Peg3 promoter	KKLEB tox	LMP1 NFkB inh	Shn3 inh set2
31) O=C(CCc1nc(-c2ccccc2)no1)NC1CCCCC1
  3	-1.8	-1	1	29	-2	3	-8	0	-7	3
32) O=C(O)/C=C/c1ccc(S(=O)(=O)Nc2ccc(C(=O)NCC(=O)O)cc2)cc1
  -1	0.7	1	0	6	11	-9	-4	7	3	2
33) COc1cc(C2Nc3ccccc3C(=O)N2c2ccc(Cl)cc2)c(Cl)cc1OCC(=O)O (configuration not stated)
  23	2.4	-67	3	-192	-209	-13	-301	17	-21	-149
34) COc1ccc2c(C(=O)c3ccc(C)cc3)n(Cc3ccc(C(N)=O)cc3)[n+]([O-])c2c1
  -6	1.7	-46	4	-108	-213	-13	-276	-1	-47	-71
35) CN1CCc2c(C#N)c(N3CCOCC3)nc(NCC3CCCO3)c2C1 (configuration not stated)
  19	0.0	nt	-3	-9	8	-14	11	4	nt	6
36) O=C(OCCN1C(=O)c2ccccc2C1=O)C1CCN(S(=O)(=O)c2cccs2)CC1
  4	-1.6	i	3	-20	3	-7	-10	2	-1	11
37) O=C1c2ccccc2C(=O)N1CCCCNc1ccccc1
  25	1.2	8	nt	-30	-50	13	-8	-12	-16	-11
38) COc1ccc(NC(C)=O)cc1S(=O)(=O)Nc1cccc(S(=O)(=O)NC2=NCCC2)c1
  -10	0.0	-4	2	-19	4	-4	-10	19	4	-18
39) CCOC(=O)C1CCCN(C(=O)c2ccc(C)c([N+](=O)[O-])c2)C1 (configuration not stated)
  7	-0.6	-9	0	17	17	-3	5	10	2	-21
40) CC(C)c1ccccc1OCCNS(C)(=O)=O
  -4	-1.6	-22	-1	-19	12	-9	14	2	3	-2
41) CCOC(=O)c1c(C)[nH]c(C(=O)COC(=O)[C@H](C)NC(=O)c2ccccc2Cl)c1C
  -6	-0.4	-34	5	-92	-54	11	-111	1	-17	-43
42) CCc1ccc2nc3sc(C(=O)Nc4nnc(CC)s4)c(N)c3cc2c1
  19	-2.0	-53	1	-61	-150	-27	-201	-2	-4	-33
43) CC(=O)Nc1ccc(Sc2ncccc2C(=O)Nc2cc(Cl)cc(Cl)c2)cn1
  8	-0.6	-11	2	-20	8	-11	11	-7	-4	0
44) CN(C)S(=O)(=O)c1ccc(NC(=O)CSc2nc3ccccc3n2-c2ccccc2)cc1
  3	-0.6	6	4	6	23	2	35	-5	1	36
45) CC1CCCC(NC(=O)CCC(=O)N2CCOc3ccccc32)C1C (configuration not stated)
  -2	-0.6	1	-5	20	7	12	9	-2	-2	0

# Structural class: those above with a nitro group on carbon.
# Order of values: C8 TRAIL sens	hiPSC survival	TRPM1 prom inh	NR2E3 ag-1	NR2E3 ag-2	HIF-2a block	CF NFkB block	Peg3 promoter	KKLEB tox	LMP1 NFkB inh	Shn3 inh set2
17) CC(C)C(=O)Nc1ccc(NC(=S)NC(=O)c2ccc([N+](=O)[O-])cc2)cc1
  4	0.5	3	2	-21	4	-7	-9	6	6	7
39) CCOC(=O)C1CCCN(C(=O)c2ccc(C)c([N+](=O)[O-])c2)C1 (configuration not stated)
  7	-0.6	-9	0	17	17	-3	5	10	2	-21

# Carrying on.
[46] NC(=O)C(=O)NCCCN1CCOCC1
[47] Cc1cccc(Nc2ccccc2C(=O)OCC(=O)N(C)C2CCS(=O)(=O)C2)c1C (configuration not stated)
[48] CCc1cc(C(=O)NNC(=S)NC2CCCCC2)cs1
[49] O=C(COc1ccccc1)NC(=S)Nc1cccc2cc(O)ccc12
[50] Clc1nnc(Cl)c2c1ncn2Cc1ccccc1
[51] O=C(COc1cc2oc(=O)c3c(c2cc1Cl)CCC3)NCCN1CCOCC1
[52] Cc1cc(OCC(=O)Nc2nnc(C3CC3)s2)ccc1Cl
[53] CC1(C)CC(N2CCN(Cc3ccccc3)CC2)=CC(=[N+]2CCCCC2)C1
screen / no.	46	47	48	49	50	51	52	53
C8 TRAIL sens	-5	17	-4	-17	-1	1	4	27
hiPSC survival	-0.2	0.7	2.5	0.2	0.0	0.2	2.5	-0.7
TRPM1 prom inh	7	5	-7	3	11	-2	nt	67*
NR2E3 ag-1	1	1	-2	3	0	-1	nt	0
NR2E3 ag-2	-1	-7	-100	10	-10	10	-39	8
HIF-2a block	8	28	-238	0	17	-2	-151	5
CF NFkB block	-7	-6	23	10	12	-3	17	6
Peg3 promoter	-1	28	-223	-4	12	2	-176	12
KKLEB tox	7	8	-26	-15	5	-3	-7	8
LMP1 NFkB inh	-14	7	-4	-8	-1	-15	-16	15
Shn3 inh set2	-2	-3	-2	-10	-15	-12	-26	82

# Quoted at random: 5 entries already listed.
[51] O=C(COc1cc2oc(=O)c3c(c2cc1Cl)CCC3)NCCN1CCOCC1
[49] O=C(COc1ccccc1)NC(=S)Nc1cccc2cc(O)ccc12
[50] Clc1nnc(Cl)c2c1ncn2Cc1ccccc1
[47] Cc1cccc(Nc2ccccc2C(=O)OCC(=O)N(C)C2CCS(=O)(=O)C2)c1C (configuration not stated)
[48] CCc1cc(C(=O)NNC(=S)NC2CCCCC2)cs1
screen / no.	51	49	50	47	48
C8 TRAIL sens	1	-17	-1	17	-4
hiPSC survival	0.2	0.2	0.0	0.7	2.5
TRPM1 prom inh	-2	3	11	5	-7
NR2E3 ag-1	-1	3	0	1	-2
NR2E3 ag-2	10	10	-10	-7	-100
HIF-2a block	-2	0	17	28	-238
CF NFkB block	-3	10	12	-6	23
Peg3 promoter	2	-4	12	28	-223
KKLEB tox	-3	-15	5	8	-26
LMP1 NFkB inh	-15	-8	-1	7	-4
Shn3 inh set2	-12	-10	-15	-3	-2
